# Rac1 act GTP bind: modulators of GTP binding to human Rac1 activated mutant. P63000. GST-Rac1 activated beads, fluorescent GTP binding, flow cytometry; actives lie on both sides; 100% means binding = to untreated wells. percent activity (GTP binding), % at 10 µM. 190,000 tested, 0.11% active. AID 764;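 active = GTP binding at least 20 percentage points away from the 100% baseline, in either direction, so actives lie on both sides; inconclusive = Compound likely fluorescent itself, or too few beads counted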
# Cdc42 wt: modulators (inhibitors or activators) of GTP binding to human Cdc42 wildtype. P60953. GST-Cdc42 beads, Bodipy-GTP binding, flow cytometry; actives lie on both sides. percent activity (GTP binding), % at 10 µM. 190,000 tested, 0.2% active. AID 761;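 active = percent activity GTP binding at least 20 points away from the 100% baseline, either down as inhibitor or up as activator; inconclusive = compound flagged as likely green fluorescent from well-wide comparison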;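 note: median bead fluorescence of bound Bodipy-FL-GTP at 100 nM; 0% = excess unlabeled GTP control and 100% = no compound control; below 100% means less GTP binding so inhibitor and above means activator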
# Target sequence (P60953 whole entry, looked up): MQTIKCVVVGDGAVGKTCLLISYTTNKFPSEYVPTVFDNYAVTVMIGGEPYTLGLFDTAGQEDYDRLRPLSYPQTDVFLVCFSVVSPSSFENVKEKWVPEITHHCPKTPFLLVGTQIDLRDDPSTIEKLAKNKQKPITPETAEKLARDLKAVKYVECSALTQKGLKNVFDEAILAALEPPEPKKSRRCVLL
# HRas wt GTP bind: changes GTP binding to wildtype human HRas; P01112; GST-Ras wt beads, Bodipy-FL-GTP binding, flow cytometry; actives lie on both sides; GTP binding activity, % at 10 µM; 190,000 tested, 0.14% active; AID 759;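 active = GTP binding activity at least 20% away from the 100% baseline, either lowered as inhibitor or raised as activator; inconclusive = flagged as likely green fluorescent, judged across all proteins in the well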;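 note: 0% = unlabeled GTP competition control and 100% = no-compound control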
# Target sequence (P01112 whole entry, looked up): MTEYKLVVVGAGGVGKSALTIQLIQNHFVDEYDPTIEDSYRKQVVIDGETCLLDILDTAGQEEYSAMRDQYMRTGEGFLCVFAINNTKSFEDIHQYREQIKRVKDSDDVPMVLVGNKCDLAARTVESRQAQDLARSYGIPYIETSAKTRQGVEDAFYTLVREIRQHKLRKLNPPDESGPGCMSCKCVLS
# Mcl1-Noxa inh: disrupts binding of human Mcl-1 to Noxa peptide. Q07820. 220,000 tested, 1.5% active. inhibition, % at 21.7 µM. AID 1022. TR-FRET Mcl-1/Noxa peptide binding, 2 h;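 active = compounds that cut the protein-peptide binding signal by more than 50% relative to plate controls in a single-dose test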;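 note: His-tagged Mcl-1 with rhodamine Noxa BH3 peptide and terbium anti-His antibody; 0% = Mcl-1 plus Noxa peptide wells and 100% = peptide-only wells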
# Target sequence (Q07820 whole entry, looked up): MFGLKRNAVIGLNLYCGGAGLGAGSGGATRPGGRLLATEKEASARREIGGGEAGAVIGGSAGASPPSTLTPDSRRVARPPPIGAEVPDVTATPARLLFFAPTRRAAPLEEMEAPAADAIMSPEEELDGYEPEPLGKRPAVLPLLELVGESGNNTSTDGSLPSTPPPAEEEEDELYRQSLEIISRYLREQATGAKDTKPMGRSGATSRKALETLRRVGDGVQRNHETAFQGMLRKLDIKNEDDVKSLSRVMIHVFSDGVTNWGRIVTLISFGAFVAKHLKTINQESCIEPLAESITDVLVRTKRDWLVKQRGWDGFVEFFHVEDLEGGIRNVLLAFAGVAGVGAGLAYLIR
# GSH fluor: GSH bead compound fluorescence profile; GSH beads flow cytometry, compound fluorescence 488/530 nm; stronger effect = higher value; fluorescence (KMESF) at 10 µM; 190,000 tested, 0.25% active; AID 1776; in the data active = fluorescence above about 89;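 note: glutathione beads carrying GST-tagged Bcl family fusion proteins plus one bare bead set; values are compound well signal with DMSO vehicle wells as background; inactives centre near 16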
# Rac1 wt GTP bind: alters GTP binding to wildtype human Rac1; 190,000 tested, 0.27% active; GTP binding activity (% of control), % at 10 µM; P63000; GST-Rac1 beads, fluorescent GTP binding, flow cytometry; actives lie on both sides; 0 = cold GTP competed, 100 = untreated;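 active = GTP binding activity at least 20 points away from the 100% control level, either lower or higher; inconclusive = compound flagged as likely green fluorescent, judged across all proteins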
# Pf gamet viab: inhibitors of late stage P. falciparum gametocyte viability; P. falciparum stage V gametocytes, ATP luminescence, 24 h; inhibition, % at 10.9 µM; 150,000 tested, 0.065% active; AID 743093;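 active = inhibition above the mean plus 3 SD of compounds within the control limits, set per campaign, cut at about 38% in these data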;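 note: 0% = DMSO wells and 100% = medium only without gametocytes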
# Rab2 wt GTP: changes GTP binding to wildtype dog Rab2A, up or down. GST-Rab2 wt beads, Bodipy-GTP binding, flow cytometry. GTP binding activity, % at 10 µM. 190,000 tested, 0.19% active;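 active = GTP binding activity at least 20 points away from 100%, either lowered or raised; inconclusive = signal likely due to the compound's own green fluorescence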;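 note: 0% = beads with excess unlabeled GTP and 100% = no-compound control corrected for plate trend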
# Avidin bead fluor: compound fluoresces at 488/530 nm on avidin beads. compound fluorescence 488/530 nm, flow cytometry; stronger effect = higher value. 220,000 tested, 0.38% active. fluorescence (KMESF) at 10 µM; in the data active = fluorescence above about 47; note: inactives centre near 10
# Mcl1 Bid PPI: disrupts binding of human Mcl-1 to Bid peptide | 220,000 tested, 0.97% active | inhibition, % at 21.7 µM | TR-FRET Mcl-1/Bid-Dy647 peptide binding, 1536-well | AID 1021 | Q07820;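 active = compounds that cut the binding signal by more than half at the single screening dose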;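 note: His-tagged Mcl-1 with europium anti-His antibody binding Bid BH3 peptide; 0% = Mcl-1 plus peptide wells and 100% = peptide-only wells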
# Rab7 wt modul: modulators of GTP binding to dog Rab7 wildtype GTPase; GST-Rab7 beads, fluorescent GTP binding, flow cytometry; actives lie on both sides; untreated = 100%, excess cold GTP = 0%; GTP binding activity (percent of control), % at 10 µM; 190,000 tested, 0.055% active; AID 758;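 active = fluorescent GTP binding to Rab7 beads changed by at least 20 points from the 100% baseline, either direction, mostly lower; inconclusive = compound itself probably fluorescent, or too few beads counted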;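 note: median green fluorescence of bound Bodipy-FL-GTP per Rab7 bead population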
# * hit, by the source's call; u = inconclusive; x = no result given. Compounds as they come. About 3% of those tested had a hit in this group.
SMILES,Rac1 act GTP bind,Cdc42 wt,HRas wt GTP bind,Mcl1-Noxa inh,GSH fluor,Rac1 wt GTP bind,Pf gamet viab,Rab2 wt GTP,Avidin bead fluor,Mcl1 Bid PPI,Rab7 wt modul
Nc1ccccc1OCP(=O)(c1ccccc1)c1ccccc1,101,102,101,21,6,105,x,102,9,-63,99
Nc1c(Br)cc(Br)c(N2CCCC2=O)c1Br,98,98,97,-12,8,101,x,97,12,-23,92
CC(=O)Nc1ccc(S(=O)(=O)N2C3CCCC2CC(NC(=O)C2CCCCC2)C3)cc1 (stereo not given),104,105,107,-21,19,106,-3,106,3,-34,101
O=C(CSc1nnc(-c2ccncc2)o1)NCc1ccccc1Cl,98,104,100,1,23,103,-2,99,12,101*,98
O=C(NC1CCCCC1)C(c1cccs1)N(C(=O)Cc1c[nH]c2ccccc12)c1ccc(F)cc1 (stereo not given),97,96,98,-5,32,101,8,98,14,-30,100
CCCn1c(SCC(=O)NCc2ccc(Cl)cc2)n[nH]c1=O,94,95,97,-12,20,98,-9,95,8,-22,96
CC(=O)NCCCc1nc2ccccc2n1Cc1ccccc1C,102,109,106,-5,23,105,x,108,13,-14,98
O=C(CCN1C(=O)C2C3C=CC(C4CC34)C2C1=O)Oc1ccccc1 (stereo not given),96,100,98,-2,17,99,10,100,8,-10,101
COc1cc(CC(NC(C)=O)C(=O)NC2CCN(c3c(Cc4ccccc4)c(C)nc4ncnn34)CC2)cc(OC)c1 (stereo not given),101,104,101,13,22,104,x,100,14,3,103
CCOC(=O)c1c(NC(=O)c2cccs2)sc2c1CCN(C(=O)OCC)C2,95,97,98,6,16,94,x,97,31,-7,96
Cc1cccc(-n2c(-c3csc(C(C)C)c3)n[nH]c2=S)c1,96,100,100,18,24,98,9,99,13,-36,102
COc1ccc2c(CC(=O)NC3CCCc4ccccc43)coc2c1 (stereo not given),102,106,101,2,11,107,-10,100,9,-19,98

# 4 compounds from above, sorted by the value under Mcl1-Noxa inh, descending.
SMILES	Mcl1-Noxa inh
COc1cc(CC(NC(C)=O)C(=O)NC2CCN(c3c(Cc4ccccc4)c(C)nc4ncnn34)CC2)cc(OC)c1 (stereo not given)	13
CCOC(=O)c1c(NC(=O)c2cccs2)sc2c1CCN(C(=O)OCC)C2	6
CCCn1c(SCC(=O)NCc2ccc(Cl)cc2)n[nH]c1=O	-12
CC(=O)Nc1ccc(S(=O)(=O)N2C3CCCC2CC(NC(=O)C2CCCCC2)C3)cc1 (stereo not given)	-21

# Further records:
SMILES,Rac1 act GTP bind,Cdc42 wt,HRas wt GTP bind,Mcl1-Noxa inh,GSH fluor,Rac1 wt GTP bind,Pf gamet viab,Rab2 wt GTP,Avidin bead fluor,Mcl1 Bid PPI,Rab7 wt modul
O=C(COC(=O)c1ccc(F)cc1)Nc1cc(S(=O)(=O)N2CCOCC2)ccc1N1CCCC1,97,105,99,14,16,107,x,102,9,-3,97
CC1(CCc2ccccc2)NC(=S)N(c2ccc(Cl)cc2)N1 (stereo not given),104,103,102,7,12,105,x,104,6,-74,105
O=C(O)c1ccccc1COc1ccccc1Cl,110,109,108,7,45,119,1,108,16,-22,109
CCC1SC2=NC(C)=C(C(=O)OC)C(c3ccc(C(=O)OC)cc3)N2C1=O (stereo not given),100,100,103,-5,13,107,x,105,6,-34,103
COc1ccc(CN2CC(C(=O)NCCc3ccc(C)cc3)CC2=O)cc1 (stereo not given),91,94,94,4,10,92,6,92,37,-7,92
CCN(CC)c1ncnc2c1[nH]c1ccccc12,98,105,103,5,10,109,x,103,10,0,102
CC(=O)NC(CCS(C)(=O)=O)C(=O)Nc1nc(C)cs1 (stereo not given),101,101,103,10,18,107,x,103,x,7,98
COc1ccc(/C=C/C(=O)NCc2c(C)nn(C)c2C)cc1COc1ccc(Br)cc1,97,96,97,-16,27,97,5,96,3,6,97
O=C(O)c1ccccc1C(=O)c1ccc(Br)s1,99,102,99,54*,12,102,21,100,11,-20,101
O=C(Nc1ccc(N2C(=O)C3C4C=CC(C4)C3C2=O)cc1)Nc1cccnc1 (stereo not given),95,98,99,6,26,96,x,100,20,-19,99
CCOc1cc(CNCc2cccs2)ccc1OCC(=O)NC(C)(C)C,100,105,102,22,11,105,x,101,8,6,101
CCn1ncc(/C=N\NC(=O)COc2cc(C)cc(C)c2)c1C,100,99,100,11,7,105,4,98,4,8,104
O=S(=O)(N/N=C\c1c(F)cccc1Cl)c1ccc(Cl)cc1,93,90,93,26,10,89,-11,95,24,-2,97
COc1cc(CNCCC2CCOC(C)(C)C2)ccc1O (stereo not given),100,101,100,-3,24,106,-14,99,31,-16,101
Cc1cccc(/C(N)=N/OC(=O)c2ccc3c(c2)OCO3)c1,98,102,101,-3,8,101,x,98,15,-27,103
CCCNC(=O)C1CCN(S(=O)(=O)c2c(C)noc2/C=C\c2ccc(OC)cc2)CC1,98,103,101,7,25,104,x,101,6,-13,99
CC1(C)Oc2nc3ccccc3n2/C1=C\C#N,98,98,102,2,48,102,x,97,4,-6,101
Cc1ccc(/C=C(\C#N)c2nn(-c3ccccc3)c(N)c2C#N)cc1,98,97,97,13,7,100,x,94,12,-14,97
Cc1cccc(CCNC(=O)CCCOc2cc(=O)n(C)c3ccccc23)c1,92,91,94,-13,8,93,16,94,6,-3,102
Cc1ccccc1C(=O)NNC(=S)NC(=O)c1ccccc1,94,98,97,-37,7,99,x,98,2,-58,98
Cc1[nH]n(-c2ccccc2)c(=O)c1C(=O)c1ccc([N+](=O)[O-])cc1,91,91,95,10,13,99,2,92,12,-43,94
CC(C)c1ccccc1NC(=O)CCc1nc2ccccc2s1,100,103,100,37,17,106,16,100,11,11,101
Cc1ccc(C(=O)CSc2nnc(-c3ccccc3)n2-c2ccccc2)o1,100,101,101,18,28,103,x,100,8,24,102
Cc1cc(/C=N/Nc2ccc([N+](=O)[O-])cn2)c(C)n1-c1ccc(C(=O)O)cc1,86,86,88,99*,10,89,x,88,12,66*,89

# In the list so far, these contain a furan ring, fused or not:
SMILES,Rac1 act GTP bind,Cdc42 wt,HRas wt GTP bind,Mcl1-Noxa inh,GSH fluor,Rac1 wt GTP bind,Pf gamet viab,Rab2 wt GTP,Avidin bead fluor,Mcl1 Bid PPI,Rab7 wt modul
COc1ccc2c(CC(=O)NC3CCCc4ccccc43)coc2c1 (stereo not given),102,106,101,2,11,107,-10,100,9,-19,98
Cc1ccc(C(=O)CSc2nnc(-c3ccccc3)n2-c2ccccc2)o1,100,101,101,18,28,103,x,100,8,24,102

# 3 entries from above, with values under each structure.
# Screens in order – Rac1 act GTP bind	Cdc42 wt	HRas wt GTP bind	Mcl1-Noxa inh	GSH fluor	Rac1 wt GTP bind	Pf gamet viab	Rab2 wt GTP	Avidin bead fluor	Mcl1 Bid PPI	Rab7 wt modul
O=S(=O)(N/N=C\c1c(F)cccc1Cl)c1ccc(Cl)cc1
  93	90	93	26	10	89	-11	95	24	-2	97
Cc1cccc(CCNC(=O)CCCOc2cc(=O)n(C)c3ccccc23)c1
  92	91	94	-13	8	93	16	94	6	-3	102
CC(C)c1ccccc1NC(=O)CCc1nc2ccccc2s1
  100	103	100	37	17	106	16	100	11	11	101

# (next part)
SMILES,Rac1 act GTP bind,Cdc42 wt,HRas wt GTP bind,Mcl1-Noxa inh,GSH fluor,Rac1 wt GTP bind,Pf gamet viab,Rab2 wt GTP,Avidin bead fluor,Mcl1 Bid PPI,Rab7 wt modul
C/C(=N\N=C1\NC(=O)C(CC(=O)Nc2ccc(Cl)cc2)S1)c1ccco1 (stereo not given),u,u,u,7,10,u,-11,u,10,-65,u
O=C(O)c1ccc(-c2ccccc2Cl)o1,96,100,98,12,16,100,20,95,46,16,99
Cc1cc(C(C)(C)C)oc1C(=O)N(CC(=O)NC1CCCC1)c1ccc(F)cc1,98,96,97,0,17,96,-7,97,15,-10,97
O=C(CSc1nnc(NC(=O)c2ccc3c(c2)OCO3)s1)NCc1ccco1,98,101,101,28,24,104,x,101,9,-35,105
CC(=O)Nc1ccc(NC(=O)CSCCc2ccccn2)cc1,98,100,98,-21,14,102,x,99,3,-59,97
CCOc1ccc(C(F)(F)F)cc1NC(=O)c1ccc(OC)c([N+](=O)[O-])c1,96,99,98,-16,5,99,26,97,7,-25,98
CCCCc1ccc(/C=C2\C(=O)ON=C2c2ccccc2)s1,99,91,96,-6,10,98,x,99,1,-7,99
c1cnc2c(C3NCCc4c3[nH]c3ccccc43)cccc2c1 (stereo not given),96,94,96,31,21,98,x,97,7,-7,103
O=C(O)c1ccccc1-c1ccccc1C(=O)NCc1cccnc1,96,97,99,8,20,98,-23,100,11,-14,105
COc1ccc(/C=N/OCC(=O)N=Nc2c(O)[nH]c3ccc(Br)cc23)cc1,88,84,93,6,11,97,-23,90,8,-25,104
